inhibitors of VEEV: inhibitors of VEEV TC-83 cytopathic effect, confirmation, Vero cells (AID 588727) | one-dose inhibition, % at 20 µM; IC50 in µM for titrated hits | actives 0.13% (n = 350,000) | Vero cells, VEEV TC-83 cytopathic effect inhibition; higher % means a stronger effect; in the data active means a potency from the dose series; inconclusive means inhibition mostly from about 14% at the one dose, without a potency; inactive means the rest, 99 in 100 with inhibition below about 12%; further: strong numbers were not always called active
H37Rv inhibition: M. tuberculosis growth inhibition, HTS (AID 449762); M. tuberculosis H37Rv growth inhibition, 7H9 media; higher % means a stronger effect; one-dose inhibition, % at 25 µM; IC50 in µM for titrated hits; actives 0.59% (n = 330,000); in the data active means a potency from the dose series; inconclusive means inhibition above about 70% without an active follow-up result;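 further: bacterial growth assessed after seven days of incubation; strong numbers were not always called active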
PhoP GFP inhibition: Inhibition of PhoP regulon, Salmonella typhi GFP reporter cells, confirmation, 4 h (AID 1850) | Salmonella Typhi PhoP-promoter GFP reporter, fluorescence, 4 h; higher % means a stronger effect | one-dose inhibition, % at 50 µM; IC50 in µM for titrated hits | actives 0.33% (n = 310,000); in the data active means a potency from the dose series; inconclusive means inhibition mostly from about 25% at the one dose, without a potency; inactive means the rest, 99 in 100 with inhibition below about 19%;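 further: 0% = induced wells with vehicle and 100% = uninduced wells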
M. tuberculosis: growth inhibition of non-replicating M. tuberculosis (AID 488890); Mycobacterium tuberculosis non-replicating, growth inhibition; higher % means a stronger effect; one-dose inhibition, % at 25 µM; IC50 in µM for titrated hits; actives 0.39% (n = 320,000); in the data active means a potency from the dose series; inconclusive means inhibition mostly from about 82% at the one dose, without a potency; inactive means the rest, 99 in 100 with inhibition below about 76%;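 further: plate controls were DMSO cells for no effect and high antibiotic wells for full effect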
H1N1 NS1A inhibition: H1N1 influenza NS1A inhibitors, functional cell based assay (AID 504329); inhibition, % at 12.5 µM, or IC50 in µM where a hit was titrated; NS1A functional cell-based assay, percent inhibition; higher % means a stronger effect; actives 0.3% (n = 340,000); in the data active means a potency from the dose series; inconclusive means inhibition above about 27% without an active follow-up result; further: strong numbers were not always called active
inhibitors of VEEV 10K pilot screen: also measured in inhibitors of VEEV; calls as there; inhibition, %; measured here: 10K pilot screen inhibition
Starred values were filed as active, the others as inactive; i = inactive; ? = inconclusive; . = not tested or not shown.

SMILES	inhibitors of VEEV	H37Rv inhibition	PhoP GFP inhibition	M. tuberculosis	H1N1 NS1A inhibition	others
Cc1ccc(CNC(=O)C(=O)NCC2OCCN2C(=O)c2ccc3c(c2)OCO3)cc1 (stereo not drawn)	i	10%	11%	9%	2%
Cc1ccc(C(=O)N/N=C/C=C/c2ccccc2)o1	i	-5%	2%	42%	-6%
O=C(Nn1c(SCc2ccc(F)cc2)nc2ccsc2c1=O)c1ccccc1	0.9%	-8%	-3%	9%	17%
Cn1c(=O)n(Cc2ccccc2F)c(=O)c2c1nc1n2CCN1Cc1ccco1	1.6%	0%	-11%	12%	7%
CC(C)(C)c1ccc(NC(=O)c2ccsc2)cc1	2.3%	4%	2%	9%	.
COc1ccc(CNC(=O)CSc2nnc3nc(C)cc(C)n23)cc1OC	1.3%	3%	4%	-5%	-1%
CCCC(=O)Nc1cccc2c1CCCC2	0.6%	-9%	-3%	-5%	-14%
CCN(CC)c1ccc(N=Cc2c(O)n(-c3ccc(OC)cc3)c(=O)[nH]c2=O)cc1	1.4%	1%	-25%	30%	10%
CCCn1c2ccc(F)cc2c2nnc(SCCN3CCCCC3)nc21	i	?	4%	54%	-6%
CCOC(=O)c1sc(N)nc1C(C)(C)C	1.0%	4%	1%	20%	-1%
O=C(Cc1ccc(F)cc1)NC1CCSC1=O (stereo not drawn)	1.3%	-4%	-1%	-6%	8%
O=C(NCc1ccccc1F)C1CCN(C(=O)c2sccc2-n2cccc2)CC1	i	-2%	-6%	1%	9%
O=c1[nH]c2c(s1)C(c1ccccc1)C1C3CCC(C3)C1S2 (stereo not drawn)	5.0%	3%	-18%	12%	-2%
O=C(NC1CCCc2ccccc21)c1cn2ccccc2n1 (stereo not drawn)	1.6%	3%	8%	33%	-7%
Cc1ccc(C(=O)N/C(=C\c2ccco2)C(=O)NCCN2CCCCC2)cc1C	i	?	2%	-9%	4%

Next section; the last 2 above are carried over.
SMILES	inhibitors of VEEV	H37Rv inhibition	PhoP GFP inhibition	M. tuberculosis	H1N1 NS1A inhibition	others
O=C(NC1CCCc2ccccc21)c1cn2ccccc2n1 (stereo not drawn)	1.6%	3%	8%	33%	-7%
Cc1ccc(C(=O)N/C(=C\c2ccco2)C(=O)NCCN2CCCCC2)cc1C	i	?	2%	-9%	4%
CCn1c(COc2ccc(=O)n(-c3ccccc3)n2)n[nH]c1=S	0.2%	-4%	-6%	4%	-2%
Cc1nn(C)c(=O)n1N(C)c1ncc(C(F)(F)F)cc1Cl	0.8%	3%	-18%	-14%	11%
Cc1nc(NCCc2ccccc2)c2oc3ccccc3c2n1	3.5%	6.5µM*	-1%	?	-7%
Cc1cc(OC(=O)c2ccccc2Cl)c([N+](=O)[O-])c(=O)[nH]1	0.7%	-4%	9%	-7%	3%
Cc1ccc(NCc2ccc(O)c3ncccc23)cc1C	i	56µM*	-1%	?	-3%
O=C(c1cccc(F)c1)N1CCc2ccccc2C1	0.5%	2%	-6%	6%	9%
O=C(CCN1C(=O)/C(=C/c2ccc(F)cc2)SC1=S)NNC(=O)c1cccnc1	1.0%	4%	-27%	-14%	-2%
Cc1ccccc1-c1nnc(SC(C)C(=O)NC2CCCC2)o1 (stereo not drawn)	6.5%	-1%	.	71%	-19%
C=CCNC(=O)c1cnc2n(c1=O)CCS2	0.4%	-4%	-13%	.	1%
Cc1cc(=O)oc2cc(OCC(=O)NCc3ccco3)ccc12	2.0%	-5%	-7%	-4%	7%
CCOC(=O)CSc1nc2sc3c(c2c(=O)n1C1CCCCC1)CCN(C)C3	0.4%	18%	1%	66%	7%
COc1ccc(N2CC(C(=O)N3CCN(C(=O)c4ccco4)CC3)CC2=O)cc1 (stereo not drawn)	2.4%	9%	7%	-3%	0%
CC1CCC/C(=N\Nc2ccc(Cl)c(C(=O)O)c2)C1 (stereo not drawn)	3.8%	-7%	-7%	-12%	6%
COc1cc(OC)c(-c2cc(C(=O)O)ccc2OC)c(OC)c1	0.7%	-8%	-7%	-1%	8%
COCCn1c(N)c(N(Cc2ccccc2)C(=O)c2ccc(N3CCCC3=O)cc2)c(=O)[nH]c1=O	1.8%	.	.	.	-6%
Cc1onc(-c2c(Cl)cccc2Cl)c1COC(=O)c1ccc([N+](=O)[O-])cc1	0.4%	2%	-4%	20%	-16%
Cc1cccc(CN2CCN(C(=S)Nc3ccccc3)CC2)c1	0.9%	-1%	10%	18%	-2%
CCOc1ccc(N/C(N)=N/c2nc(CSc3nnc(C)s3)cc(=O)[nH]2)cc1	8.1%	6%	19%	-6%	3%
O=C(Nc1ccccc1C(=O)N1CCCC1)c1ccc(Cl)cc1Cl	1.4%	10%	-17%	-8%	1%
CCN1C(=O)NC(=O)/C(=C\c2cn(CC(=O)N3CCCC3)c3ccccc23)C1=O	0.8%	14%	-48%	34%	-9%
CC(Nc1ncnc2nc[nH]c12)c1ccccc1 (stereo not drawn)	0.2%	-4%	-4%	7%	9%
O=C(c1ccc(S(=O)(=O)Cc2cc(F)ccc2F)c([N+](=O)[O-])c1)N1CCCCC1	2.8%	3%	-8%	40%	7%
O=C(c1ccc2c(=O)n(Cc3ccc4c(c3)OCO4)c(=S)[nH]c2c1)N1CCCCC1	0.5%	3%	-8%	-3%	8%
S=C1SCN(Cc2cccnc2)CN1Cc1cccnc1	28%	?	24%	?	-4%
CC(/C=N/NC(=O)c1cc(-c2cccnc2)nc2c1c(C)nn2-c1ccccc1)=C\c1ccccc1	10.0%	35%	-2%	-4%	-4%
O=C(CCC(=O)N(CC(=O)NC1CCCCC1)Cc1ccco1)Nc1nccs1	1.2%	-5%	-5%	-13%	-1%
Cc1ccc(CS(=O)(=O)c2ccc(C(=O)N3CCCCC3)cc2[N+](=O)[O-])cc1	7.5%	-3%	4%	12%	4%
O=C(CO/N=C/c1ccc(OC(F)F)cc1)NC1CCCCC1	0.8%	0%	10%	66%	-3%
CCOC(=O)c1cnc2c(-c3ccccc3)c(-c3ccccc3)nn2c1C	1.3%	?	-5%	5%	-26%
O=C1CC(c2ccccc2)c2ccc(O)cc2O1 (stereo not drawn)	5.6%	1%	0%	-20%	9%
O=C(NCc1ccccc1Cl)C1CCCN(c2ncnc3c2nc2n3CCCCC2)C1 (stereo not drawn)	1.0%	11%	-38%	16%	9%
O=C(Cc1c(F)cccc1Cl)Nc1cc(S(=O)(=O)N2CCOCC2)ccc1N1CCOCC1	8.6%	.	.	.	-8%
Cc1ccccc1NC(=O)c1ccc(COc2ccc3c(C)cc(=O)oc3c2)cc1	6.4%	4%	-8%	29%	-10%
COc1ccc(CSc2nnc(SCc3ccc([N+](=O)[O-])cc3)s2)cc1	i	3%	0%	68%	4%
O=C(NC(=S)Nc1nc(-c2ccc(Br)cc2)cs1)c1cccnc1	3.0%	1%	5%	-27%	-3%
CCNC(=O)N(CC)C[C@H]1N[C@@](CC)(C(=O)OC)[C@H]2C(=O)N(Cc3ccccc3)C(=O)[C@@H]12	i	-5%	.	-7%	-4%
CC(=O)N1CCc2cc(S(=O)(=O)CCC(=O)N3CCC(C)CC3)ccc21	i	-1%	-13%	2%	3%
O=C(COc1ccc([N+](=O)[O-])cc1Cl)NCCN1C(=O)CSC1=O	0.9%	-6%	.	5%	1%
COc1ccccc1Nc1nc(N)nc(CN(C)C2CCCCC2)n1	0.7%	-4%	-7%	79%	8%
CCOC(=O)c1ccc(NC(=O)CN(c2ccc(C)cc2)S(=O)(=O)c2c(C)n[nH]c2C)cc1	2.4%	16%	-4%	-3%	0%
COc1ccc(N2CCN(C(=O)CNC(=O)Cn3cnc4sc(C)c(C)c4c3=O)CC2)cc1	1.7%	12%	-6%	-5%	-2%
CC(=O)Nc1ccc(S(=O)(=O)Nc2nc3ccccc3nc2Nc2ccc(O)cc2)cc1	0.1%	-6%	12%	6%	-2%
O=C(COc1ccccc1Br)NCCC1=CCCCC1	i	1%	.	62%	-18%
COc1ccc(NC(=O)c2cc(-c3ccccc3)nc3c2cnn3C(C)C)cc1	9.3%	-11%	.	-11%	-5%
CC(=O)c1ccc(NC(=S)Nc2cccc(S(=O)(=O)Nc3c(C)n(C)n(-c4ccccc4)c3=O)c2)cc1	1.1%	3%	6%	70%	-2%

By substructure, the entries above containing a nitro group on carbon
SMILES	inhibitors of VEEV	H37Rv inhibition	PhoP GFP inhibition	M. tuberculosis	H1N1 NS1A inhibition	others
Cc1cc(OC(=O)c2ccccc2Cl)c([N+](=O)[O-])c(=O)[nH]1	0.7%	-4%	9%	-7%	3%
Cc1onc(-c2c(Cl)cccc2Cl)c1COC(=O)c1ccc([N+](=O)[O-])cc1	0.4%	2%	-4%	20%	-16%
O=C(c1ccc(S(=O)(=O)Cc2cc(F)ccc2F)c([N+](=O)[O-])c1)N1CCCCC1	2.8%	3%	-8%	40%	7%
Cc1ccc(CS(=O)(=O)c2ccc(C(=O)N3CCCCC3)cc2[N+](=O)[O-])cc1	7.5%	-3%	4%	12%	4%
COc1ccc(CSc2nnc(SCc3ccc([N+](=O)[O-])cc3)s2)cc1	i	3%	0%	68%	4%
O=C(COc1ccc([N+](=O)[O-])cc1Cl)NCCN1C(=O)CSC1=O	0.9%	-6%	.	5%	1%

(list continues)
SMILES	inhibitors of VEEV	H37Rv inhibition	PhoP GFP inhibition	M. tuberculosis	H1N1 NS1A inhibition	others
CSc1ccc(Cl)c(C(=O)NCc2ccco2)c1	0.3%	-2%	-5%	62%	0%
CC1(C)Cc2c(c(=S)nc(-c3ccccc3)n2CCOCCO)CO1	i	-1%	-13%	5%	5%	inhibitors of VEEV 10K pilot screen=0.7
COC(=O)c1ccc(CCc2cc(O)c(Br)cc2O)cc1	1.2%	.	.	.	-5%
Cc1ccccc1Cn1cc(NC(=O)c2nn(C)cc2Cl)cn1	i	-3%	-4%	2%	-3%
CCC(=O)n1nc(-c2cccnc2)nc1NCc1ccc(OC)cc1	0.4%	13%	4%	20%	7%
CCC(C)(C)NC(=O)C(c1cccc(OC)c1OC)N(Cc1ccccc1)C(=O)CCC(=O)Nc1cc(C)on1 (stereo not drawn)	0.1%	1%	6%	7%	2%
COc1ccc(N2CC(NS(=O)(=O)c3cccs3)CC2=O)cc1 (stereo not drawn)	7.2%	-1%	-2%	-14%	-8%

Source: PubChem (Southern Research Specialized Biocontainment Screening Center)
